SIRT5 inh: SIRT5 desuccinylase inhibitors, primary screen, biochemical, fluorescence imaging, single point, set 5 | actives 1.1% (n = 330,000) | AID 652115, 2013 | Purified SirT5, succinyl-peptide AMC, trypsin-coupled fluorescence | inhibition, % at 15 µM | NAD-dependent protein deacylase sirtuin-5, mitochondrial (Homo sapiens), Q9NXA8; in the data active means inhibition above about 15%
Target sequence (Q9NXA8 whole entry, looked up): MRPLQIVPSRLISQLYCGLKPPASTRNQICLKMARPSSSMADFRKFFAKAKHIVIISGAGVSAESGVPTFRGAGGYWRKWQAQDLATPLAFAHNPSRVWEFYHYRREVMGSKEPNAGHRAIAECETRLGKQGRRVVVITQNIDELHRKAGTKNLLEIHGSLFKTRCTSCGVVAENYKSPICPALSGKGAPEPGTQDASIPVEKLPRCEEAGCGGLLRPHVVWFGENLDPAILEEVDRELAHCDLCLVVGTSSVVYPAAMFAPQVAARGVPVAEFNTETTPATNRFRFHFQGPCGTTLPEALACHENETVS
esBAF inh: Bmi1 luciferase reporter increase in mESCs, primary screen, esBAF inhibitor project, mouse ES cells, Bmi1 luciferase knock-in, single point. 24 h; 100% = twice the neutral-well signal. actives 2% (n = 350,000). reporter increase, % at 12.5 µM; in the data active means activation above about 40%;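 further: 0% = median of the plate's neutral control wells and 100% = double that signal; a rise in the Bmi1 reporter signal indicates esBAF inhibition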
ARNT TACC3 PPI: disruptors of ARNT/TACC3 protein interaction, primary screen, biochemical, AlphaScreen, single concentration. Transforming acidic coiled-coil-containing protein 3 (Homo sapiens), Q9Y6A5. AlphaScreen His-ARNT PAS-B/GST-TACC3 binding, luminescence; TACC3 fragment carries E629A point mutation. inhibition, % at 9.99 µM. actives 0.66% (n = 390,000);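 active means mean inhibition of replicates at least 50% and at least half of replicates each reaching 50%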;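 further: 0% = complete ARNT plus TACC3 wells and 100% = ARNT alone without TACC3; many hits fall short of the cut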
C2C12 statin: suppressors of statin myotoxicity in C2C12 myotubes, primary screen, cell-based, single point, plate reader; actives 0.78% (n = 330,000); C2C12 myotubes + simvastatin, ATP luminescence, 48 h; scaled: DMSO 0, geranylgeraniol control 100; rescue of ATP level, % at 7.49 µM; AID 602340, 2012;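 active means mean ATP rescue above about 67%, or every replicate alone reaching that limit, limit read from the data, passing the limit was not always enough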;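 further: myotubes were challenged with 10 µM simvastatin during compound exposure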
Cneo AK release: Cryptococcus neoformans cell lysis inducers, primary screen, AK release luminescence, single concentration; C. neoformans lysis, adenylate kinase release luminescence, 4 h; normalised: neutral wells 0, clomiphene wells 100; lysis activity, % at 15 µM; actives 0.2% (n = 360,000);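 active means mean lysis activity across replicates of at least 80%, whatever share of replicates individually reach that level; inactive means mean lysis activity below 80%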
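Material: C. neoformans cells; Schedule: 4 h static compound exposure, 37 °C, read 1 h post-reagent; Measured by: adenylate kinase release luminescence; Read-out: signal increase indicating cell lysis; Controls: Clomiphene as positive lysis control.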
ERp5 block: inhibitors of ERp5-driven insulin aggregation, primary screen, biochemical, turbidity, absorbance 650 nm, single point. Protein disulfide-isomerase A6 (Homo sapiens), Q15084. 90 min. inhibition, % at 9.99 µM. actives 0.05% (n = 350,000). AID 651711, 2012;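 active means mean replicate inhibition above about 25%, with every replicate also reaching it, limit read from the data, passing the limit was not always enough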
Target sequence (Q15084 whole entry, looked up): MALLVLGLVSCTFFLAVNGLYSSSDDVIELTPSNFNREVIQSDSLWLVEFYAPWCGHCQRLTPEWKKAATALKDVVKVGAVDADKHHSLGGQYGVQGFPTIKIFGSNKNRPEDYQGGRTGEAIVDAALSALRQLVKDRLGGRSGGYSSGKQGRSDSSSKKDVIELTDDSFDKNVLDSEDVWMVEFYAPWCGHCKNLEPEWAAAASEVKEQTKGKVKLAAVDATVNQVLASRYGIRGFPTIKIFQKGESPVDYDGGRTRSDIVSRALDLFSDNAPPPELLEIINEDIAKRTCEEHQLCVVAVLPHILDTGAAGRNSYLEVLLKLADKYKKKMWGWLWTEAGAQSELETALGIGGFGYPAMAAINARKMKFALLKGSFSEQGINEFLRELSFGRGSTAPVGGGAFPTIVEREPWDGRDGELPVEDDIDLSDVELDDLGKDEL
miR-122 sensor: miR-122 Renilla sensor signal increase in Huh7, primary screen, miR-122 inhibitor project, cell-based, single point, plate reader. Huh7 miR-122 Renilla luciferase sensor, 48 h; neutral wells = 0, positive control = 100. activation (reporter increase), % at 12.5 µM. actives 0.3% (n = 340,000). AID 602342, 2012;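 active means mean replicate activation score at least 90 and every replicate individually at or above 90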;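 further: higher luciferase means less miR-122 activity so hits act as miR-122 inhibitors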
* marks the source's active call; other numbers are inactive results; x = no result given; [ ] = dose if it differs, or a comment.

Second line of a record: SIRT5 inh, esBAF inh, ARNT TACC3 PPI, C2C12 statin, Cneo AK release, ERp5 block, miR-122 sensor
1	C[C@H](O)[C@@H]1C(=O)N2CCc3c([nH]c4ccccc34)[C@@H]2C[C@@H]1N(C)S(=O)(=O)c1ccccc1
    -4, 4, x, 13, x, -1, 1
2	Cc1ccc2c(c1)=N/C(=N\c1[nH]c(O)c3ccccc13)N=2
    3, -84, x, -120, 0, -2, 3
3	O=C(COC(=O)c1cc(S(=O)(=O)N2CCOCC2)c(Cl)cc1Cl)c1ccc[nH]1
    -3, 3, 3, 18, -1, -1, -14
4	O=C(N[C@H]1C=C[C@H](CC(=O)N2CCOCC2)O[C@@H]1CO)c1ccc2c(c1)OCO2
    -1, 1, -2, -3, -4, -3, x
5	Cc1cc(C(=O)COC(=O)c2ccco2)c(C)n1Cc1ccco1
    -5, x, 4, x, x, 0, x
6	COc1ccccc1C(=O)OCC(=O)c1ccc(CNC(C)=O)s1
    3, 2, -3, 19, -2, 7, 5
7	COc1cccc(C(=O)Nc2ccc3c(c2)C(=O)N(C)[C@H]2CC[C@@H](CC(=O)NCc4ccccc4F)O[C@H]2CO3)c1
    3, 7, x, -19, -2, x, -15[16.7 µM]
8	COc1ccc(C2=NCC(CSc3nnnn3C)S2)cc1 (stereo unspecified)
    x, 0, -6, x, 3, x, 34
9	O=C(O)c1ccc2nc(-c3ccccc3)sc2c1
    x, -12, -3, 5, -3, x, 2
10	CCOC(=O)N1CCN(S(=O)(=O)c2cc(C)c(C)cc2C)CC1
    x, -8, -5, 10, 0, x, -6
11	Cc1ccccc1NC(=O)c1ccccc1O
    -2, 9, -5, -8, -4, 0, 4
12	C[C@H](CO)N1C[C@H](C)[C@H](CN(C)C(=O)c2cccc(F)c2)Oc2cc(-c3cncnc3)ccc2S1(=O)=O
    -2, 0, 0, 5, 0, -2, 7[16.7 µM]
13	CCCNC(=O)C1(C)CCN1C(=O)Cc1ccc(-c2ccccc2)cc1 (stereo unspecified)
    x, 3, x, -1, -1, 3, -5
14	Cc1noc(C)c1S(=O)(=O)N(C)C[C@@H]1OCCCC[C@@H](C)Oc2ccc(NC(=O)NC(C)C)cc2C(=O)N([C@@H](C)CO)C[C@@H]1C
    0, -1, 7, x, 52, -1, 1[16.7 µM]
15	COCCNC(=O)Cn1nc(-c2ccccc2C)ccc1=O
    -1, -5, 0, 9, 3, 4, -3
16	CCN(CC)CCNc1cccc2sc3ccccc3c(=O)c12
    -3, -11, x, -13, 1, -16, -1
17	COc1ccc(CNC(=O)c2cccc3c2C(=O)N(CC2CCCO2)C3)cc1 (stereo unspecified)
    -5, -5, -8, 5, 0, 3, -2
18	CCNC(=O)COC(=O)c1ccc(-n2nc(C)cc2C)cc1
    10, -10, -1, 4, -3, 4, -3
19	Cc1cc(/C([O-])=C(/C(=S)Nc2ccc(F)cc2)[n+]2ccccc2)c(C)n1-c1ccc(F)cc1
    x, x, 47*, x, 2, x, -18
20	CCCc1nc(SCc2ccc(OCC)cc2)n[nH]1
    -5, 18, 2, 7, 3, 2, 2

6 records drawn at random from the list so far, as already listed:
Second line of a record: SIRT5 inh, esBAF inh, ARNT TACC3 PPI, C2C12 statin, Cneo AK release, ERp5 block, miR-122 sensor
18	CCNC(=O)COC(=O)c1ccc(-n2nc(C)cc2C)cc1
    10, -10, -1, 4, -3, 4, -3
7	COc1cccc(C(=O)Nc2ccc3c(c2)C(=O)N(C)[C@H]2CC[C@@H](CC(=O)NCc4ccccc4F)O[C@H]2CO3)c1
    3, 7, x, -19, -2, x, -15[16.7 µM]
13	CCCNC(=O)C1(C)CCN1C(=O)Cc1ccc(-c2ccccc2)cc1 (stereo unspecified)
    x, 3, x, -1, -1, 3, -5
17	COc1ccc(CNC(=O)c2cccc3c2C(=O)N(CC2CCCO2)C3)cc1 (stereo unspecified)
    -5, -5, -8, 5, 0, 3, -2
16	CCN(CC)CCNc1cccc2sc3ccccc3c(=O)c12
    -3, -11, x, -13, 1, -16, -1
8	COc1ccc(C2=NCC(CSc3nnnn3C)S2)cc1 (stereo unspecified)
    x, 0, -6, x, 3, x, 34

(list continues)
Second line of a record: SIRT5 inh, esBAF inh, ARNT TACC3 PPI, C2C12 statin, Cneo AK release, ERp5 block, miR-122 sensor
21	O=C(OCC(=O)N1CCCCC1)c1n[nH]c(=O)c2ccccc12
    -6, 6, -1, -6, -5, 3, -2
22	CCOc1cccc(/C=N/NS(=O)(=O)c2ccc(C)c([N+](=O)[O-])c2)c1O
    2, x, 0, x, x, 1, x
23	Cc1csc2c(=O)sc(NC(=O)c3cccs3)nc12
    2, x, 4, x, 0, 5, -3
24	CCOCCCNC(=O)C1(O)c2cc(Br)ccc2NC(=O)N1c1ccc(OCC)cc1 (stereo unspecified)
    -18, -4, -3, -2, -2, 3, -4
25	C=CCNc1nc(Nc2ccc(Cl)cc2)nc(OC)n1
    0, x, 34, x, x, 1, x
26	COc1cc(/C=C/C(=O)O)ccc1S(=O)(=O)N1CCCc2ccccc21
    0, x, 1, x, 0, 3, 4
27	O=C(C[C@@H]1CC[C@H]2[C@@H](COC[C@H](O)CN2C(=O)c2ccccn2)O1)NC1CCC1
    0, -7, 9, -12, -1, 4, 1[16.7 µM]
28	C[C@H](CO)N1C[C@H](C)[C@@H](CN(C)Cc2ccccn2)Oc2cc(C#CCN(C)C)ccc2S1(=O)=O
    3, 2, 3, -24, -4, -2, 8[16.7 µM]
29	N/C(CN1CCCCC1)=N\S(=O)(=O)c1cc(Cl)cc(Cl)c1
    -5, x, -13, x, x, 3, x
30	CCCc1cc(=O)oc2cc(OC(C)C(=O)NCCCn3ccnc3)ccc12 (stereo unspecified)
    1, -8, 1, -2, 1, 2, 4
31	Nc1cc(N)nc(SCCOc2ccccc2F)n1
    x, x, 1, x, -1, x, -1
32	CC(C)NC(=O)N(C)C[C@H]1Oc2ccc(NC(=O)Cc3cn(C)c4ccccc34)cc2C(=O)N([C@@H](C)CO)C[C@H]1C
    0, 6, -2, 2, 0, -4, 6[16.7 µM]
33	COCC#Cc1ccc([C@H]2[C@H](CO)N3CCCCN(C(=O)NC4CCCC4)C[C@@H]23)cc1
    2, -2, 0, -3, 2, -2, 0[16.7 µM]
34	O=S(=O)(c1ccc(Oc2ccc3oc4ccccc4c3c2)nc1)N1CCCC1
    x, 0, -3, -107, -1, x, -10
35	Brc1cccc(CN2CCN(c3ncccn3)CC2)c1
    -5, -3, 0, 1, 0, 4, 0
36	CCCN1CCN(CCCNC(=O)c2ccc3nc(N4CCC(C)CC4)sc3c2)CC1
    6, 55*, 3, -10, -3, 0, -13
37	Cn1c(=O)[nH]c(=O)c2c1nc(Sc1nc3ccccc3s1)n2Cc1ccccc1
    x, 7, 1, x, 0, x, 2
38	O=C(C[C@H]1CC[C@@H]2[C@H](COC[C@H](O)CN2C(=O)c2ccc(F)cc2)O1)N1CCOCC1
    -1, -1, 29, 2, 73, 1, 6[16.7 µM]
39	O=C(CSc1nccc(=O)[nH]1)N1CCN(c2ccccc2)CC1
    -1, x, -3, x, x, 6, x
40	C[C@H]1CN([C@@H](C)CO)C(=O)c2cccc(NC(=O)c3nc4ccccc4s3)c2O[C@@H]1CN(C)S(=O)(=O)c1ccc(Cl)cc1
    0, 3, 6, -30, -4, 20, 2[16.7 µM]

Compounds above that have a thiophene ring, fused or not, in the order listed:
Second line of a record: SIRT5 inh, esBAF inh, ARNT TACC3 PPI, C2C12 statin, Cneo AK release, ERp5 block, miR-122 sensor
6	COc1ccccc1C(=O)OCC(=O)c1ccc(CNC(C)=O)s1
    3, 2, -3, 19, -2, 7, 5
23	Cc1csc2c(=O)sc(NC(=O)c3cccs3)nc12
    2, x, 4, x, 0, 5, -3

More results:
Second line of a record: SIRT5 inh, esBAF inh, ARNT TACC3 PPI, C2C12 statin, Cneo AK release, ERp5 block, miR-122 sensor
41	Cc1cccc(OCCSc2ncnc3nc[nH]c23)c1
    x, 26, -3, -5, 1, x, 0
42	O=C(NCC[C@H]1CC[C@H](NC(=O)C2CC2)[C@@H](CO)O1)Nc1ccc(Cl)cc1
    -5, 11, -4, -10, -3, -4, x
43	S=C(NCC1CCCO1)NC1CCCCC1 (stereo unspecified)
    -2, x, -3, x, x, 0, 9
44	CCOC(=O)C1=C(COC(=O)CCc2ccc(CC)cc2)NC(=O)NC1C (stereo unspecified)
    -1, -3, -3, -10, 13, 3, -1
45	O=C(C[C@@H]1CC[C@@H]2[C@H](COC[C@H](O)CN2C(=O)c2ccc(F)cc2)O1)Nc1nccs1
    3, -2, -20, 10, 53, 0, -3[16.7 µM]
46	C[C@H](CO)N1C[C@H](C)[C@@H](CN(C)Cc2ccc(-c3ccccc3)cc2)Oc2c(NC(=O)C3CCOCC3)cccc2C1=O
    4, -5, 45, 15, -1, 1, 18[16.7 µM]
47	O=C(C[C@H]1CC[C@H]2[C@@H](COC[C@H](O)CN2C(=O)Nc2cc(Cl)cc(Cl)c2)O1)NCC1CCCCC1
    5, -1, 8, 0, -2, -1, -2[16.7 µM]
48	Cc1cc(/C=C(\C#N)C(=O)Nc2ccccc2)c(C)n1-c1ccc2c(c1)OCO2
    5, 13, 3, -76, 3, -2, 3
49	CNCCCNC(=O)c1ccc(/C=N/O)nc1
    0, x, 61*, x, x, 2, x
50	CN(C(=O)c1ccc(NC(=O)Cc2ccc(NC(=O)C3CCCN(C(=O)C4CC4)C3)cc2)cc1)C1CCCC1 (stereo unspecified)
    -1, -8, -1, 7, 2, 5, -3
51	O=C(NC[C@H]1[C@@H](c2ccccc2)[C@H](CO)N1C(=O)Cc1ccncc1)C1CCC1
    -1, -1, -2, -5, 60, 0, 8[16.7 µM]
52	O=S(=O)(c1ccc(=S)[nH]c1)N1CCCC1
    x, 4, 0, 2, 0, 0, -2
53	C/C(=N\NC(=O)Cn1nc(C)c([N+](=O)[O-])c1C)c1ccc(Cl)s1
    6, x, 4, x, x, 2, x
54	O=C(Nc1ccccc1)N1C[C@@H]2[C@H](c3ccccc31)[C@@H](CO)N2CC1CCCC1
    19*, 10, 5, -3, -5, -2, 4[16.7 µM]
55	CCOC(=O)N1CCC(NC(=O)c2csc3c2CCCC3)CC1
    2, -3, -3, 6, 1, 3, -2
56	O=C(O)c1c2c(nc3ccc(S(=O)(=O)N4CCC(C(=O)NC5CCCC5)CC4)cc13)CCCCC2
    -5, 5, -3, -4, 1, -7, -6
57	CCCNC(=O)NC1CCCCCCC1
    7, x, 1, x, x, 0, x
58	O=C(/C=N/O)NCC1CCNCC1
    x, 2, -7, 15, 2, x, -3
59	COC(=O)c1cc(C(=O)OC)n(Cc2ccc(F)cc2)n1
    x, -2, x, 8, -1, 2, -2
60	COc1ccc(NC(=O)C(c2ccc(C)cc2)N(C)C(=O)c2cnccn2)cc1 (stereo unspecified)
    x, 11, -2, 14, 1, x, -9
61	Cc1ccnn1CCC(=O)N1CCCC(Nc2ccc(F)c(F)c2)C1 (stereo unspecified)
    -1, -3, -11, -9, -16, 2, 0
62	C/C(N)=C(/C#N)C(=O)CN1C(=O)NC(Cc2c[nH]c3ccccc23)C1=O (stereo unspecified)
    -7, -1, -3, -1, 0, 2, -3
63	COc1ccc(S(=O)(=O)N(C)C[C@H]2OCCCC[C@@H](C)Oc3ccc(NC(=O)CCCN(C)C)cc3C(=O)N([C@@H](C)CO)C[C@@H]2C)cc1
    -5, 0, -8, x, 0, -5, 4[16.7 µM]

ARNT TACC3 PPI: what is marked active above.
No.	SMILES	SIRT5 inh	esBAF inh	ARNT TACC3 PPI	ERp5 block	miR-122 sensor
19	Cc1cc(/C([O-])=C(/C(=S)Nc2ccc(F)cc2)[n+]2ccccc2)c(C)n1-c1ccc(F)cc1	x	x	47*	x	-18
49	CNCCCNC(=O)c1ccc(/C=N/O)nc1	0	x	61*	2	x

From PubChem BioAssay
